Assay outcomes (PubChem BioAssay)
12-hLO inh: 12-hLO (ALOX12) enzyme inhibition. purified 12-hLO, xylenol orange hydroperoxide absorbance. Potency, µM (series often up to 57.1 µM), for inactives: at the top dose activity change, negative = inhibition, most hits filed as inhibitors. actives 0.12% (n = 150,000); note: potency is the fitted concentration of half-maximal effect; nearly all actives have a fitted effect of over 55% in size; many of its hits are not listed in these tables
Target sequence (P18054 whole entry, looked up): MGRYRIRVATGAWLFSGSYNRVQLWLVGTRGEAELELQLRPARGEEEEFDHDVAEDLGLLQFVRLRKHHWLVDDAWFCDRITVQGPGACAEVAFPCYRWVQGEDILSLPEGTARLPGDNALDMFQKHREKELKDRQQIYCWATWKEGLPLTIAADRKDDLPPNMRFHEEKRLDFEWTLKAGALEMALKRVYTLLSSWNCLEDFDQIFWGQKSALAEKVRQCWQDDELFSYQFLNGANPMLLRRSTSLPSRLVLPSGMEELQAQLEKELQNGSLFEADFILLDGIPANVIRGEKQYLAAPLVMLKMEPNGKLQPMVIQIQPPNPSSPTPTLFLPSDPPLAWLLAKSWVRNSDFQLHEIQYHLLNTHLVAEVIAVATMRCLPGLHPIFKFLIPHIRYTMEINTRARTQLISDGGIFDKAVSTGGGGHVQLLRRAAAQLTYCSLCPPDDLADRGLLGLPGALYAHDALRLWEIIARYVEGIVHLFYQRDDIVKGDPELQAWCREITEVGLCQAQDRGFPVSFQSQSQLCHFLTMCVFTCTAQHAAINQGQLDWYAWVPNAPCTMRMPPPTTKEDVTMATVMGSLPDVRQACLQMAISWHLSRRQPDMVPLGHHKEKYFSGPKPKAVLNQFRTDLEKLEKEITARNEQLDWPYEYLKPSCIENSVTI
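Purified human 12hLO (150 nM final) was preincubated with compounds for 15 min at room temperature in 25 mM Hepes pH 7.0, 0.01% Triton X-100, then reacted with 40 uM arachidonic acid for 30 min. Hydroperoxide was detected with ferrous iron/xylenol orange.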
PNC assembly inh: inhibitors of perinucleolar compartment assembly; activity change (PNC), negative = inhibition, % at 10 µM; actives 3.1% (n = 140,000); PC3M PTB-GFP, PNC prevalence imaging, 16 h; stronger effect = lower value;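 active = readout at or below -70, meaning at least 70% loss of cells showing the perinucleolar compartment, a nuclear body marking cancer cells; inconclusive = readout between -30 and a set limit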;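 note: plate controls were DMSO wells for no effect and camptothecin positive control wells for full effect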
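Compounds are pinned in duplicate onto adhered PC3M cells stably expressing GFP-tagged PTB and incubated 16 h at 37 C. Cells are then fixed, nuclei stained with Hoechst, and PNC-positive cells counted.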
IMPase inh: membrane-permeable compound that blocks inositol monophosphatase | CHO-M1 cells, IP1 accumulation, HTRF TR-FRET ratio | inhibition (IP1 accumulation), % at 46.1 µM | 120,000 tested, under 10 active | AID 901 | P97697; active = well fitted curve in the direction sought with a large enough effect in the signal ratio, not every such curve was filed as active; inconclusive = small, poorly fitted or top-dose-only effect, or a change in a side signal; inactive = no such curve, though single readings can be large or run the other way; the % refers to the signal ratio;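 note: cells stimulated with carbachol in lithium chloride buffer; plate controls were DMSO basal wells for no effect and reference inhibitor wells for full effect; higher means more IMPase inhibition seen as more IP1 and lower FRET ratio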
Target sequence (P97697 whole entry, looked up): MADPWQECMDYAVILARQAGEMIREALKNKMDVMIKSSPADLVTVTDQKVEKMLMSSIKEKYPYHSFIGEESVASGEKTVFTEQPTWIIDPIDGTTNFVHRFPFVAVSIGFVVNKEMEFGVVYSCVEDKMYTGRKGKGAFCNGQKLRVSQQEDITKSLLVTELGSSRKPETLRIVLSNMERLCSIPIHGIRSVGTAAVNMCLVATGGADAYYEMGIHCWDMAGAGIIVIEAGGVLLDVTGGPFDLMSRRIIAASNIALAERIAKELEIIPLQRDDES
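CHO-M1, 2000 cells/well, cultured 16–30 h; cpd up to 46 uM; carbachol (50 uM solution, stimulation buffer w/ 50 mM LiCl, pH 7.4), 30 min 37C; IP-One TR-FRET, 10 min RT; Ex 320/Em 665, 620; Hill-fit AC50.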
15-hLO-2 inh: inhibitors of human 15-lipoxygenase 2 (ALOX15B); purified 15hLO-2, xylenol orange hydroperoxide absorbance; AID 881; Potency, µM (series often up to 57.1 µM), inactives show at the top dose activity change, negative = inhibition, usual class: inhibitors; actives 0.56% (n = 110,000); note: potency is the fitted concentration of half-maximal effect; nearly all actives have a fitted effect of over 60% in size; many of its hits are not listed in these tables
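Enzyme 50 nM, AA 45 uM, 25 mM Hepes pH 7.5 + 0.01% Triton X-100; cpd preinc 15 min RT, rxn 90 min RT; stop/detect with 200 uM XO + 300 uM Fe(II) in 50 mM H2SO4, 30 min; A573/A405.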
* marks the source's active call; other numbers are inactive results; ? = inconclusive; / = not tested or not shown; [ ] = dose if it differs, or a comment. Unless noted, calls come from the whole dose curve; as a rule, active = well fitted curve in the direction sought with a large enough effect; inconclusive = small, poorly fitted or top-dose-only effect, or another doubt; inactive = no such curve, though single readings can be large; an effect the other way counts as inactive or inconclusive. Unless noted, % is set by controls: 0 for no effect and ±100 for the full control effect. An excerpt. The share of hits here may be higher or lower than overall.

cpd	SMILES	12-hLO inh	PNC assembly inh	IMPase inh	15-hLO-2 inh
1	CCOCCCN(Cc1ccco1)C(=O)c1cc2c(=O)[nH]c3ccc(C)cc3c2s1	-5%	-85*	10	1%
2	S=C(Nc1ccccc1)Nn1cnnc1	3%	0	/	/
3	CCOC(=O)Nc1ccccc1C(=O)N1CCOCC1	-6%	38	-3	0%
4	COc1cc(/C=N\NC(=O)C2CC3C=CC2C3)ccc1O (centres undefined)	-1%	?	/	/
5	Cc1cc(S(=O)(=O)N(Cc2ccccc2)Cc2ccc(N(C)C)cc2)ccc1-n1cnnn1	3%	-119*	20	/
6	COC(=O)CN(c1nc(C)cc(OC)n1)S(=O)(=O)c1ccccc1	-2%	?	3	1%
7	COc1ccc(N=Cc2c(O)[nH]c3ccccc23)cc1OC	-6%	8	3	-13%
8	CCOP(=O)(c1c(F)c(F)c(F)c(F)c1F)C1(O)CCCCC1 (centres undefined)	9%	?	-11	0%
9	COC(=O)c1sc2nc(C)cc(-c3ccccc3)c2c1N	2%	?	4	/
10	Cc1noc(/C=C/N(C)C)c1S(=O)(=O)N1CCCC(C(=O)NC2CCCCC2)C1 (centres undefined)	-7%	123	?	/
11	Cc1ccc(-c2nnc(-n3nc(C)cc3C)c3ccccc23)cc1	-4%	-9	-2	/
12	CCOC(=O)CCSc1nc(-c2ccc3c(c2)OCO3)cc(C(F)(F)F)c1C#N	-6%	0	-4	-9%
13	Cc1cc(/C=C(\C#N)C(=O)OCC(=O)Nc2ccc(OC(F)F)cc2)c(C)n1CC(C)C	0%	-29	5	/
14	COc1cc(CN(CCc2c(C)[nH]c3ccc(C)cc23)C(=S)NC(C)(C)C)cc(OC)c1OC	-3%	6	/	/
15	Cc1ccc(NC(=O)CC2Oc3ccc(C)cc3NC2=O)cc1 (centres undefined)	-5%	-1	6	12%
16	O=C(c1ccc2c(c1)N(Cc1ccc(F)cc1)C(=O)CS2)N1CCOCC1	-5%	-18	2	10%
17	c1ccc(-c2noc(CN3CCN(C(c4ccccc4)c4ccccc4)CC3)n2)cc1	-1%	?	-7	20%
18	Cc1c(Cc2ccccc2)sc(/N=C/c2ccc3ccccc3c2)c1C(N)=O	0%	-103*	2	/
19	CCCCOC(=O)/C=C/c1c(C)[nH]c(=O)[nH]c1=O	0%	22	/	/
20	COc1cc(-c2nnc(COc3ccc4ccccc4c3)o2)cc(OC)c1OC	-2%	48	0	-3%
21	Cc1cc2c(c(C)c1Cl)C(c1ccc3c(c1)OCO3)CC(=O)O2 (centres undefined)	-6%[0.00818 µM]	/	/	-10%[0.0915 µM]
22	CCC1CCCCN1C(=O)CSc1nc2ccsc2c(=O)n1Cc1ccccc1 (centres undefined)	3%	9	0	-3%
23	OCCNc1nc2ccccc2[nH]1	0%	-4	1	-4%
24	O=C(NC1CCCC1)C(c1ccsc1)N(C(=O)Cc1cccs1)c1ccc(F)cc1 (centres undefined)	-7%	-18	-1	-7%
25	CCOC(=O)c1oc2ccccc2c1NC(=O)Cc1cccs1	-10%	-12	5	0%
26	CCOC(=O)NCCc1ccc(OC)cc1	0%	33	18	2%
27	COc1ccc(/C(C)=N/OCC(=O)Nc2nc3ccccc3s2)cc1	-3%	-2	/	/
28	O=C(NCc1cccnc1)C1CCN(S(=O)(=O)N2CCOCC2)CC1	4%	8	?	11%
29	CC(C)N(Cc1nc2ccccc2[nH]1)C(C)C	0%	104	-6	/
30	c1ccc2c(c1)OCC(c1csc3ncnc(N4CCOCC4)c13)O2 (centres undefined)	-5%	-21	0	-4%
31	Cc1ccc(S(=O)(=O)N(C)Cc2ccc(C(=O)N/N=C/c3ccc(OC(F)F)cc3)cc2)cc1	0%	-18	/	/
32	COC(=O)c1cc2sccc2n1Cc1nc(-c2cccc(Cl)c2)oc1C	-7%	6	0	19%
33	CCOC(=O)C1C(=O)Oc2ccc3ccccc3c2C1C1CCOC1=O (centres undefined)	0%	40	4	1%
34	Cc1nc2ccccc2c(=O)n1CCCO	-3%	36	1	-5%
35	CCOC(=O)N1CCC(NC(=O)CS(=O)(=O)Cc2nc(-c3ccccc3C)oc2C)CC1	-2%	?	10	/
36	O=C(Nc1ccc(-c2csc(-c3ccccc3)n2)cc1)c1ccccc1Cl	-9%	46	12	-6%
37	Cc1cc(C)cc(NC(=O)C2CCCN(S(=O)(=O)c3cnc[nH]3)C2)c1 (centres undefined)	7%	-9	-3	-2%
38	COc1cccc(Cn2c(=O)c(-c3cccc(F)c3)nc3cncnc32)c1	-15%	/	/	14%
39	Nc1c(N2CCOCC2)cc(Cl)c2nonc12	-13%	5	4	-16%
40	COc1ccc2nc(NC(=O)C3CCN(S(=O)(=O)c4cccs4)CC3)sc2c1	4%	?	-1	7%
41	O=[N+]([O-])c1ccc(N2CCN(c3ccccc3O)CC2)c(Cl)c1	-8%	?	/	/
42	CC12CCC(C(=O)Nc3ccccc3-n3cccc3)(CC1=O)C2(C)C (centres undefined)	-2%	-14	-3	/
43	CCC(C)Cn1c(C)nc2ccccc21 (centres undefined)	-4%	?	8	-1%
44	O=C(O)c1ccccc1-c1nc2ccccc2c(=O)[nH]1	-4%	-30	-1	-2%
45	CCOC(=O)C1C(=O)OC(C)(C)C1C(C)C(=O)c1ccccc1 (centres undefined)	-2%	-24	2	-3%
46	COc1ccc(OC)c(Nc2ncnc3ccccc23)c1	-1%	26	5	1%
47	CC(C)(C)NC(=O)Cn1c(SCC(N)=O)nc2ccccc21	-3%	57	1	3%
48	OCCN1CCN(c2cc(-c3ccccc3)c3ccccc3n2)CC1	-5%	-21	/	/
49	COc1ccc(-c2nnc(SCC(=O)c3cccs3)o2)cc1	-8%	11	-1	-15%
50	CC1CN(C(=O)C2CCCN2S(=O)(=O)c2ccc(Cl)cc2)CC(C)O1 (centres undefined)	3%	?	-7	5%
51	CN1CCN(C(N)=NC(=O)c2ccccc2)CC1	0%	15	/	/
52	Cc1ccc(S(=O)(=O)n2nc(-c3cccnc3)nc2N)cc1	-2%	?	2	0%
53	Cn1nnnc1SCCNC/C=C/c1ccccc1	3%	29	0	0%
54	CCOC(=O)c1[nH]c(=O)[nH]c1CSc1ccccn1	-2%	36	0	-7%
55	Cc1ccc(CSc2sc(C(=O)c3ccccc3)c(N)c2C#N)cc1	-6%	26	0	-9%
56	CCc1cccc(NC(=O)Cn2ncn3c(cc4ccccc43)c2=O)c1	-7%	3	-2	-10%
57	CCN1CCN(S(=O)(=O)c2ccc(Cl)c(C(=O)Nc3nnc(CC(C)C)s3)c2)CC1	-14%	-12	-2	3%
58	COc1ccc(OCCn2cc(/C=C(\C#N)C(=O)NCc3ccco3)c3ccccc32)cc1	-3%	?	/	/
59	Cc1cc(C2=NNC(=NC3CCCCC3)SC2)c(C)n1-c1c(C)n(C)n(-c2ccccc2)c1=O	-2%	?	/	/
60	COC(=O)c1ccccc1NC(=O)C1CCN(S(=O)(=O)c2cc(OC)ccc2OC)CC1	-17%	11	-2	3%[2.29 µM]

Next section
cpd	SMILES	12-hLO inh	PNC assembly inh	IMPase inh	15-hLO-2 inh
61	Cn1c(=O)[nH]c(=O)c2c1nc(CN1CCOCC1)n2CCc1ccccc1	-3%	?	?	/
62	C=CCNC(=O)c1onc(CSc2cccc3ccccc23)c1C(=O)O	-2%	61	-8	-2%
63	O=C(NCCO)NC(=S)c1ccccc1	-5%	38	-3	-6%
64	CN(C)c1ccc(/C=N\S(=O)(=O)c2ccccc2)cc1	-2%	?	/	/
65	Cc1cccc(Nc2nc(N)c(C#N)c(CC#N)c2C#N)c1	-4%	11	/	/
66	Cc1cc(C)c(C)c(S(=O)(=O)N2CCN(Cc3nc4ccccc4[nH]3)CC2)c1C	5%	24	3	54%[activator]
67	O=C(CSc1ccc2ccccc2c1)NCc1cccs1	-4%	-22	2	/
68	c1coc(-c2nnc(-c3ccc4c(c3)OCO4)o2)c1	-8%	-7	-2	9%
69	Cc1ccc2c(c1)C(c1ccccc1)N(C(=O)c1cc3ccccc3oc1=O)CC(=O)N2 (centres undefined)	-1%	21	/	/
70	Cn1c(=O)n(C)c2cc([N+](=O)[O-])c(N3CCN(S(=O)(=O)c4ccc5ccccc5c4)CC3)cc21	-1%	11	-2	-5%
71	Cc1sc(NC(=O)CSc2nnc(CCNC(=O)c3cccs3)n2C)nc1-c1ccccc1	-1%	22	17	/
72	O=C(CSc1nc2ccccc2o1)c1ccccc1	12%	26	1	/
73	Cc1nnc(-n2ncc(C#N)c2N)c2nn(-c3cccc(Cl)c3)c(C)c12	7%	-26	2	/
74	Cc1ccc(C2CC(=O)C=C(Nc3ccc(Cl)cc3)C2)cc1 (centres undefined)	0%	29	-3	/
75	CCOC(=O)c1nnn(-c2nonc2N)c1CS(=O)(=O)c1ccccc1	1%	?	1	2%
76	CCCN1C(=O)N(C)C(N(O)C(=O)NC)C1(C)C (centres undefined)	-2%	21	-3	-1%
77	Cc1cccc(NC(=O)CN2C(=O)N/C(=C\c3ccc(N4CCOCC4)cc3)C2=O)c1	6%	?	-5	/
78	OCc1nnn(-c2cccc(C(F)(F)F)c2)c1CO	0%	-30	1	-7%
79	CC(=O)c1c(C)nc(-c2ccc(Cl)cc2)nc1N=CN(C)C	-15%	-8	-5	2%
80	CC1(C)CC2(CCCN3C(=O)CSC32)CCS1 (centres undefined)	6%	4	0	-6%
81	Cc1ccc(OCCOCCn2cnc3ccccc3c2=O)c([N+](=O)[O-])c1	-3%	40	/	/
82	Cc1cccc(N2C(=O)N(c3ccccc3C)C3CS(=O)(=O)CC32)c1 (centres undefined)	1%	-6	0	1%
83	Cc1nn(Cc2c(F)c(F)c(F)c(F)c2F)c(C)c1NC(=O)c1c([N+](=O)[O-])cnn1C	-7%	15	3	-2%
84	Cc1ccccc1NC(=O)CC1SC(=O)N(c2ccccc2)C1=O (centres undefined)	-8%	4	-5	?
85	CS(=O)(=O)N1CCN(C(=S)NCc2ccc(F)cc2)CC1	1%	-16	/	/
86	O=C(c1ccc(COc2ccc(Cl)cc2)o1)N1CCN(Cc2ccc3c(c2)OCO3)CC1	-7%	22	12	4%
87	Cc1cc(C)n(-c2cccc3cccnc23)n1	3%	?	12	-2%
88	CCn1cc(CNC(=O)c2c(-c3c(Cl)cccc3Cl)noc2C)c(C)n1	1%	32	/	/
89	COc1ccc(C(=O)CN2C(=O)NC(C)(c3ccccc3)C2=O)cc1OC (centres undefined)	-6%	-23	2	-3%
90	Cc1c(C(=O)OCC2CCCO2)[nH]c2c1C(=O)CC(c1ccc(N(C)C)cc1)C2 (centres undefined)	2%	-7	7	-3%
91	CCCCCn1c(CN2CC(C)OC(C)C2)nc2c1c(=O)n(C)c(=O)n2C (centres undefined)	-4%	24	-4	-1%
92	Nn1c(SCC(=O)Nc2ccc(F)cc2F)nnc1-c1cccnc1	-4%	18	-2	-5%
93	Cn1[nH]c(=O)c2ccccc2c1=O	6%	-20	14	3%
94	O=C(NCC1(c2ccccc2)CCCC1)C1(c2ccccc2)CCCC1	-3%	?	/	/
95	COc1ccc(OCC(=O)Nc2ccccc2C(=O)N2CCCC2)cc1	-2%	-3	-4	-1%
96	C=CCOC(=O)Nc1snnc1C	-3%	-12	-2	-1%
97	O=C1CC(c2ccccc2)N1c1ccccc1 (centres undefined)	2%	23	3	-3%
